Source: PubChem (National Center for Advancing Translational Sciences (NCATS))
Giardia killer: Small Molecules that selectively kill Giardia lamblia: qHTS; Giardia lamblia trophozoite viability; activity change, % at 7.66 µM, hits read low; 340,000 compounds, 0.15% hits; in the data active means activity change below about -80%; inconclusive means between about -30% and that limit;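 further: parasites exposed to compound for two days anaerobically before the ATP read; on the % scale 0 is the no-effect control and ±100 the full control effect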
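Trophozoite viability was measured as ATP-dependent luminescence, read 15-30 min after reagent addition. Before that, parasites at 100 cells/well were exposed to compounds for 48 h, anaerobically, at 37 deg C.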
Menin MLL FP TR: qHTS Assay for Inhibitors Targeting the Menin-MLL Interaction in MLL Related Leukemias: Competition With Texas Red Labeled MLL-derived Mutant Peptide; 270,000 compounds, 0.23% hits; Menin + Texas Red MLL mutant peptide, fluorescence polarization; O00255; Potency, µM (top dose mostly 61.6 µM), without a hit: at the highest dose FP activity change, negative = inhibition, most hits filed as inhibitors; active means well fitted inhibition curve with a large enough effect in the polarisation, with a control signal flat, not every such curve was filed as active; inconclusive means small, poorly fitted or top-dose-only effect, or effect the other way, or a change in a side signal; inactive means no such curve, though single readings can be large or run the other way; the % refers to the polarisation; further: potency means the concentration at half of the fitted maximal effect; % of control where 0% means no effect; many of its hits are not listed in these tables
GALK inh: qHTS Assay for Inhibitors of Human Galactokinase (GALK). P51570. Purified GALK, Kinase-Glo residual ATP luminescence. Potency, µM (top dose mostly 57.5 µM), for the others: at the top dose activity change, negative = inhibition, hits mostly inhibitors. 270,000 compounds, 0.007% hits. AID 1868, 2009; further: potency means the concentration at half of the fitted maximal effect; on the % scale 0 is the no-effect control and ±100 the full control effect
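Luminescence from leftover ATP (Ultra-Glo luciferase/luciferin) served as read-out after a 1 h room-temperature reaction of 5 nM GALK with 35 uM ATP and 100 uM galactose.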
B2AR arrestin: qHTS assay of beta-arrestin-biased ligands of beta2-adrenergic receptor. Beta-2 adrenergic receptor (Homo sapiens), P07550. beta-arrestin recruitment to beta2AR, cell-based reporter. Potency, µM (series often up to 46.1 µM), for the others: at the highest dose activation, most hits filed as activators. 330,000 compounds, 0.02% hits. AID 492947, 2010;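 further: potency means the concentration at half of the fitted maximal effect; 0% = DMSO controls and full agonism = EC100 isoproterenol or metaproterenol; nearly all actives have a fitted effect of over 65% in size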
Target sequence (P07550 whole entry, looked up): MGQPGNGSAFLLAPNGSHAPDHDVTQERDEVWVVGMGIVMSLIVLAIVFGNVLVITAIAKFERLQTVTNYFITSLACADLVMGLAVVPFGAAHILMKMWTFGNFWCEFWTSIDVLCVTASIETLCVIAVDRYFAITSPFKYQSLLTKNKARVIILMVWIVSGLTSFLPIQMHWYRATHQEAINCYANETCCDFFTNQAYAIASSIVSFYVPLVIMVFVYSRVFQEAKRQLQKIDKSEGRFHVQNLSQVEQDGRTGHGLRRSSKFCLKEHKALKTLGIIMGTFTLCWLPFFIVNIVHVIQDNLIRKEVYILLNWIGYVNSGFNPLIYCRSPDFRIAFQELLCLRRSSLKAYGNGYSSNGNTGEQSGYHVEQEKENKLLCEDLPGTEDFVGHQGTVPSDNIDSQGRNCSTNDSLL
KCNH2 3.1 block: qHTS for Inhibitors of KCHN2 3.1: Mutant qHTS | Potassium voltage-gated channel subfamily H member 2, brain isoform KCNH2 3.1 (human) | U2OS KCNH2 3.1, thallium flux FluxOr; stronger effect = lower value | activity change, % (tested at about 1.8 µM) | 340,000 compounds, 0.95% hits | AID 720553, 2013;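 active means maximum activity change below -70%; inconclusive means maximum activity change from -70% to -50%; inactive means maximum activity change above -50%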;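 further: thallium influx rate constant from kinetic fluorescence after stimulation buffer; on the % scale 0 is the no-effect control and ±100 the full control effect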
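FluxOr-based Tl+ influx in U2OS cells transduced with KCNH2 3.1 virus; rate constants normalized to DMSO controls.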
MLL CXXC-DNA inh: qHTS Fluorescence Polarization Assay for Inhibitors of MLL CXXC domain - DNA interaction; Histone-lysine N-methyltransferase 2A (Homo sapiens), Q03164; MLL-CXXC / FITC-HOXA9 DNA fluorescence polarization; Potency, µM (highest dose often 115 µM), without a hit: top-dose activity change, negative = inhibition, actives largely listed as inhibitors; 290,000 compounds, 0.037% hits; active means well fitted inhibition curve with a large enough effect in the polarisation, with a control signal flat, not every such curve was filed as active; inconclusive means small, poorly fitted or top-dose-only effect, or effect the other way, or a change in a side signal; inactive means no such curve, though single readings can be large or run the other way; the % refers to the polarisation; further: potency means the concentration at half of the fitted maximal effect
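Purified MLL-CXXC (added from a 7 uM solution) was preincubated 5 min at ambient with pinned compounds in 50 mM Tris-HCl pH 7.5, 50 mM NaCl, 1 mM DTT, 0.05% BSA. Fluorescein-labeled HOX-A9 DNA (50 nM solution) followed, 30 min, then polarization read.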
FBPA coupling cs: qHTS Assay for Inhibitors of Fructose-1,6-bisphosphate Aldolase from Giardia Lamblia: Coupling assay counterscreen. coupling enzyme system counterscreen, AmpLite Red fluorescence. activity change, negative = inhibition, % at 58.2 µM, hits read low. 290,000 compounds, 0.67% hits. AID 2472, 2010; in the data active means activity change below about -30%; further: on the % scale 0 is the no-effect control and ±100 the full control effect
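Final compound at 57.5 uM, incubated 10 min at RT with coupling enzyme reagent (glyceraldehyde-3-phosphate), then 20 min with substrate and AmpLite Red detection. Fluorescence read at 525/598 nm; tests interference with the coupling assay, not aldolase inhibition.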
PKM2 activator: qHTS Assay for Activators of Human Muscle isoform 2 Pyruvate Kinase; purified PKM2, Kinase-Glo ATP luminescence, activation; response scale: 0% is enzyme alone, no compound; Potency, µM (top dose mostly 57.5 µM), inactives show top-dose activation, actives largely listed as activators; 260,000 compounds, 0.34% hits; further: potency means the concentration at half of the fitted maximal effect; on the % scale 0 is the no-effect control and ±100 the full control effect; nearly all actives have a fitted effect of over 55% in size
Target sequence (P14618 whole entry, looked up, canonical isoform): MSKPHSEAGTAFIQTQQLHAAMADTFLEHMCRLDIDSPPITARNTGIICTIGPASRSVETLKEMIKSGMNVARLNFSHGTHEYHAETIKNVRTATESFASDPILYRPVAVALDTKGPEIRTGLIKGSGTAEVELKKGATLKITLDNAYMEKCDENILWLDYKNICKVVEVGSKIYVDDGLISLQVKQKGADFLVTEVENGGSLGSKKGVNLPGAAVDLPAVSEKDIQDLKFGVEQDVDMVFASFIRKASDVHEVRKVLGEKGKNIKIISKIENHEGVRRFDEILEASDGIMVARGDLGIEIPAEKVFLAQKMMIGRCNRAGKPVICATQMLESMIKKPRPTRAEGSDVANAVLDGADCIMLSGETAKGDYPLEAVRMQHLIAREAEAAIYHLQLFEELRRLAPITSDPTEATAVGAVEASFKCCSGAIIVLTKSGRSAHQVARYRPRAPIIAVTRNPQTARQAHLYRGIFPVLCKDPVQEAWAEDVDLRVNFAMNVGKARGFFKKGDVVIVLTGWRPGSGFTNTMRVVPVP
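Kinase-Glo luminescence reports ATP generated from ADP (0.1 mM) and PEP (0.5 mM) by purified hPK-M2 after 1 h at room temperature, pH 7.2 imidazole buffer; intermediate enzyme activity allows detecting inhibitors and activators.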
USP2a block: qHTS Assay for Inhibitors of Ubiquitin-specific Protease USP2a Using CHOP2 as the Reporter. Ubiquitin carboxyl-terminal hydrolase 2 (Homo sapiens), O75604. USP2 core, Ub-CHOP2 coupled fluorogenic reporter, 485/531. 330,000 compounds, 0.01% hits. Potency, µM (series often up to 38.3 µM), for the others: at the highest dose activity change, negative = inhibition, hits mostly inhibitors;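 further: potency means the concentration at half of the fitted maximal effect; plate controls were DMSO wells for no effect and full inhibition by NEM control for full effect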
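Deubiquitinase activity read as fluorescence (485/531 nm) after Ub-CHOP2 cleavage activates the enterokinase reporter on its substrate; USP2 core 10nM, Ub-CHOP2 and substrate 25nM each, 30min compound preincubation then 60min RT; data normalized to NEM, curves fitted.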
TRPV1 ag: HTS Assay for Compounds that Act as Agonists of the Vanilloid Receptor 1. activation, % at 8.33 µM. Transient receptor potential cation channel subfamily V member 1 (Homo sapiens), Q8NER1. AID 540275, 2011. 320,000 compounds, 0.19% hits. TRPV1-expressing cells, Fluo-8 calcium influx, agonist mode; in the data active means activation above about 80%; inconclusive means between about 30% and that limit; further: 0% is about no effect
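Cells expressing TRPV1 were dye-loaded with Fluo-8 and read kinetically: 10 s baseline, 3 min after compound (agonist portion), then 2 min after EC20 capsaicin (allosteric enhancer portion). Calcium-bound dye fluorescence at 480/520 nm.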
hERG WT inh: qHTS for Inhibitors of KCHN2 3.1: Wildtype qHTS. U2OS, BacMam KCNH2, thallium flux FluxOr; stronger effect = lower value. activity change, % at 1.84 µM. AID 720551, 2013. 340,000 compounds, 0.37% hits. Voltage-gated inwardly rectifying potassium channel KCNH2 (Homo sapiens), Q12809;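 active means maximum activity change below -70%; inconclusive means maximum activity change between -70% and -50%; inactive means maximum activity change above -50%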; further: on the % scale 0 is the no-effect control and ±100 the full control effect
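U2OS cells transduced with wild-type KCNH2 virus are loaded with FluxOr dye for 45 min, and thallium flux is measured in kinetic reads before and after stimulation buffer. Rate constants are normalized to DMSO controls.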
An asterisk follows results filed as active; ? = inconclusive; / = not tested or not shown; [ ] = dose if it differs, or a comment. Unless noted, the call rests on the fitted dose curve; in most records, active means well fitted curve in the direction sought with a large enough effect; inconclusive means small, poorly fitted or top-dose-only effect, or another doubt; inactive means no such curve, though single readings can be large; an effect the other way counts as inactive or inconclusive.

SMILES | Giardia killer | Menin MLL FP TR | GALK inh | B2AR arrestin | KCNH2 3.1 block | MLL CXXC-DNA inh | FBPA coupling cs | PKM2 activator | USP2a block | TRPV1 ag | hERG WT inh
O=C1c2ccccc2C(=O)N1SC1CCCCC1 | 2 | -1% | -4% | -0.5% | 18 | 3% | 0 | ? | 1% | 3 | 1
CCCOc1ccc(C(=O)NC(=S)N2C[C@H]3C[C@H](C2)c2cccc(=O)n2C3)cc1 | -21 | 1% | / | -3.5% | 2 | 3% | 3 | 2% | 2% | 0 | 3
COC(=O)c1ccc(C(C(=O)NC2CCCCC2)N(CCN2CCOCC2)C(=O)Cc2cccs2)cc1 (stereo not drawn) | 2 | -4% | 4% | -0.2% | -2 | -3% | 1 | -6% | 2% | -1 | 0
C=CCn1c(O)c(C(CC)=Nc2cccc(C(F)(F)F)c2)c(=O)[nH]c1=O | -6 | / | -3% | -0.7% | 9 | -4% | 0 | 1% | -2% | 1 | 11
CC(C)[C@H]1C(=O)O[C@@H]2CCN3CC=C(COC(=O)[C@](C)(O)[C@]1(C)O)[C@H]23 | 5 | -3% | -1% | -1.0% | 28 | 0% | 2 | / | 2% | 4 | 1
COC(=O)C1=C(c2ccc(Cl)c(C(F)(F)F)c2)C[C@@H]2CC[C@H]1N2C(=O)NCc1ccc2c(c1)OCO2 | -1 | / | / | -0.2% | 6 | / | / | / | 3% | ? | 1
COc1ccc(CC(=O)N(C)C2CCCN(Cc3ccccc3F)C2)cc1OC (stereo not drawn) | 9 | -9% | -4% | -0.7% | 0 | 1% | 2 | 0% | -1% | 24 | -7
CSC1=NP(=S)(SC)N(C)c2nc3n(c21)CCC3 (stereo not drawn) | 1 | -10% | -1% | -0.3% | -6 | -9% | -8 | -2% | 2% | -4 | 1
CC(=O)Nc1ccc(C2CN(C)CC2C(=O)c2ccc(Cl)cc2)cc1 (stereo not drawn) | 13 | -19% | 0% | 0.3% | -4 | 10% | 0 | 1% | 2% | -1 | /
CCOc1ccccc1-n1c(O)c(C=Nc2ccc(N(CC)CC)cc2)c(=O)[nH]c1=O | -1 | -5% | 5% | -1.2% | 0 | ? | -2 | 1% | 6% | 7 | -2
COc1ccc2c3c([nH]c2c1)C(C)NCC3 (stereo not drawn) | -18 | -2% | 0% | 0.4% | 1 | -1% | -1 | 0% | -2% | 2 | 0
CCCCCC1CC(CC(=O)NC(=S)Nc2ccc([N+](=O)[O-])cc2)C(=O)O1 (stereo not drawn) | 4 | ? | 0% | -2.1% | -38 | 14% | 3 | 9% | -2% | 0 | -11
C=C1[C@H]2CC[C@H]3[C@]4(C)C[C@H](O[C@H]5O[C@H](CO)[C@@H](OS(=O)(=O)O)[C@H](OS(=O)(=O)O)[C@H]5OC(=O)CC(C)C)C[C@@H](C(=O)O)[C@H]4CC[C@]3(C2)[C@H]1O | 8 | / | / | -0.1% | 11 | / | / | / | 3% | 2 | -2
O=[N+]([O-])c1cccc(CN2CC=C(c3ccc(F)cc3)CC2)c1 | 5 | -2% | 4% | -0.3% | ? | 7% | 3 | -11% | 1% | -1 | 13
CC(C)[C@H](NC(=O)N1C[C@H]2C[C@@H](C1)c1cccc(=O)n1C2)C(=O)Nc1ccccc1F | 9 | 2% | / | 0.2% | 8 | -5% | 2 | -16% | 0% | -1 | -4
CC(N=Cc1c(O)n(C2CC2)c(=S)[nH]c1=O)c1ccccc1 (stereo not drawn) | -12 | / | -1% | 0.1% | 13 | 6% | -2 | 9% | 5% | -1 | -5
COc1ccc(-c2[nH]ncc2CNC(C)Cc2ccsc2)c(F)c1 (stereo not drawn) | -7 | -9% | -2% | -0.6% | -7 | 12% | 0 | 6% | 2% | 3 | 15
O=C(CCc1ccccc1)N1C[C@H]2C[C@@H](C1)c1cccc(=O)n1C2 | 18 | -5% | / | -0.8% | -1 | -2% | 0 | 0% | 2% | 3 | -1
COc1c2c(cc3c1OCO3)CCN(C)C2 | -2 | 1%[24.8 µM] | / | 2.3% | -5 | -6%[51.4 µM] | -1 | / | 1% | 2 | -4
CN1C(=O)N(C)C(=O)C2(Cc3cc(N)ccc3N3CCN(c4ccccc4F)CC32)C1=O (stereo not drawn) | / | -1%[11.7 µM] | 1% | 0.0% | / | 0% | -15 | 1% | 2% | / | /

Complete entries, quoted from the list. Screens in order: Giardia killer	Menin MLL FP TR	GALK inh	B2AR arrestin	KCNH2 3.1 block	MLL CXXC-DNA inh	FBPA coupling cs	PKM2 activator	USP2a block	TRPV1 ag	hERG WT inh
CC(C)[C@H](NC(=O)N1C[C@H]2C[C@@H](C1)c1cccc(=O)n1C2)C(=O)Nc1ccccc1F in the list: 9	2%	/	0.2%	8	-5%	2	-16%	0%	-1	-4
COc1ccc(-c2[nH]ncc2CNC(C)Cc2ccsc2)c(F)c1 (stereo not drawn) in the list: -7	-9%	-2%	-0.6%	-7	12%	0	6%	2%	3	15
CN1C(=O)N(C)C(=O)C2(Cc3cc(N)ccc3N3CCN(c4ccccc4F)CC32)C1=O (stereo not drawn) in the list: /	-1%[11.7 µM]	1%	0.0%	/	0%	-15	1%	2%	/	/
CC(N=Cc1c(O)n(C2CC2)c(=S)[nH]c1=O)c1ccccc1 (stereo not drawn) in the list: -12	/	-1%	0.1%	13	6%	-2	9%	5%	-1	-5

New compounds follow.
SMILES | Giardia killer | Menin MLL FP TR | GALK inh | B2AR arrestin | KCNH2 3.1 block | MLL CXXC-DNA inh | FBPA coupling cs | PKM2 activator | USP2a block | TRPV1 ag | hERG WT inh
Cc1nc2ccccc2c(=O)n1-c1ccc([N+](=O)[O-])cc1 | -15 | 1% | -6% | 0.3% | -7 | -3% | 3 | 4% | 2% | -6 | -1
CCCOC(=O)Nc1ccc([As](=O)(O)O)cc1NC(=O)OCCC | -8 | 39%[activator] | 3% | -0.9% | -5 | -7% | -4 | -2% | 1% | 4 | -7
COc1cccc(C(=O)C2CCCN(Cc3cccc4c3OCO4)C2)c1 (stereo not drawn) | -2 | -13% | 4% | 0.1% | -30 | -26% | 5 | -1% | 3% | 13 | 56
Cn1c(O)c(C=NCCCC(=O)O)c(=O)n(C)c1=O | -1 | 3% | 1% | -0.2% | 2 | -18% | 4 | -3% | 5% | -9 | -5
O=C(O)C(Cl)(Cl)Cl | 16 | 4% | / | / | -7 | 1% | / | / | / | / | -10
Cc1ccc(NC(=O)CN(C)CC(=O)Nc2cccc(F)c2)cc1[N+](=O)[O-] | -12 | 4% | -1% | 0.3% | 3 | -4% | -1 | ? | 3% | 15 | 6
OCC(Br)CBr (stereo not drawn) | 16 | / | / | -0.7% | -3 | / | / | / | 3% | -3 | 1
COC(=O)C1=C(c2ccc(F)cc2F)C[C@@H]2CC[C@H]1N2C(=O)N1CCC(O)(c2ccc(Cl)cc2)CC1 | -7 | / | / | 0.3% | -13 | / | / | / | 1% | 2 | 5
Clc1ccccc1CN1CCN(c2cccc3[nH]ccc23)CC1 | -24 | / | 0% | -0.5% | 18 | -9% | -2 | 1% | -6% | 0 | 5
C=CCn1c(O)c(/C=N/N2CCCCC2c2cccnc2)c(=O)[nH]c1=S (stereo not drawn) | 8 | 1% | 0% | -0.3% | 6 | 2% | 10 | -1% | 1% | 0 | 9
Cc1ccccc1NC1=NCCCS1 | 0 | -3% | -3% | -0.8% | 0 | 2% | 0 | 4% | 0% | -2 | -9

A portion of the library, so the mix of outcomes need not match the whole.
